Shiga toxin inh = inhibitors of Shiga toxin in Vero cells; AID 2315; actives 9.2% (n = 290,000); Vero cells, Shiga toxin protein synthesis inhibition reporter; inhibition, % at 38.7 µM; in the data active means inhibition mostly above about 28%, no sharp cut-off; inactive means mostly below about 43%; further: 0% is about no effect
TbPYK inhibitor = inhibitors of Trypanosoma brucei pyruvate kinase. Q57TT1. TbPYK enzyme, Kinase-Glo Plus ATP luminescence, 45 min. Potency, µM (highest dose often 76.8 µM), for the others: at the highest dose activity, negative = inhibition, actives largely listed as inhibitors. actives 0.12% (n = 410,000). AID 624173; further: potency means the concentration at half of the fitted maximal effect; on the % scale 0 is the no-effect control and ±100 the full control effect; nearly all actives have a fitted effect of over 50% in size
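Readout: single end-point luminescence (Kinase-Glo Plus, 10 min). Reaction conditions were TbPYK/substrate plus 130 uM ADP, 45 min at RT, pH 7.2 TEA buffer. No-enzyme wells served as controls, and data were normalized before concentration-response fitting.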
AmpC no deterg = blocks E. coli AmpC beta-lactamase in detergent-free assay; actives 0.52% (n = 330,000); P00811; Potency, µM (series often up to 57.1 µM), for inactives: at the highest dose activity change, negative = inhibition, most hits filed as inhibitors; AmpC nitrocefin hydrolysis, absorbance 480 nm, 0.0001% Triton; AID 485341;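 further: potency means the concentration at half of the fitted maximal effect; plate controls were no compound for no effect and no enzyme for full effect; nearly all actives have a fitted effect of over 20% in size; some results filed as inactive show a strong effect at the top dose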
Target sequence (P00811 whole entry, looked up): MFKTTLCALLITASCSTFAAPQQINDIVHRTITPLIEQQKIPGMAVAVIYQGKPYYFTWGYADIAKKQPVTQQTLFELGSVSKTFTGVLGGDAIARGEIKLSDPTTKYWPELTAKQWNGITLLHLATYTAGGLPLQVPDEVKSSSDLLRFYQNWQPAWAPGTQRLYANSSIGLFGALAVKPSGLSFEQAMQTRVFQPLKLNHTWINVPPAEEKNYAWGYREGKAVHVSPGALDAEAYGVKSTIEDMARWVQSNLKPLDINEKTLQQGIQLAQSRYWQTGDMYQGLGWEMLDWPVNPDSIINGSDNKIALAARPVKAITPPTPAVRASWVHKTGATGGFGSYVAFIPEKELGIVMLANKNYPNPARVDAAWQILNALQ
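AmpC (5.3 nM in the dispensed reagent) in 20 mM phosphate pH 7.0 with 0.01% (detergent screen) or 0.0001% Triton X-100 was preincubated with compounds for 15 min at room temperature. Nitrocefin was then added from an 800 uM solution, and hydrolysis was followed at 480 nm.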
CHX counter = affects cycloheximide protein synthesis inhibition readout, counter-screen; actives 12% (n = 300,000); max response, %; cell reporter, cycloheximide protein synthesis inhibition counterscreen; in the data active means max response mostly above about 13%, no sharp cut-off; inactive means mostly below about 14%; further: read at 38.3 µM for the half of the compounds with a filed dose; 0% is about no effect
Pf growth 96h = P. falciparum growth inhibition at 96 hour, primary screen for plastid delayed-death inhibitors | P. falciparum luciferase reporter growth, 96 h | Potency, µM (highest dose often 28.7 µM), for inactives: at the top dose activity change, negative = inhibition, actives largely listed as inhibitors | actives 6.9% (n = 320,000) | AID 504834; further: potency means the concentration at half of the fitted maximal effect; on the % scale 0 is the no-effect control and ±100 the full control effect
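Two parasite generations (96 h, 37 C, 5% CO2) of compound exposure in infected erythrocytes (0.05% parasitemia, 2% hematocrit). Luciferase-reporter P. falciparum; decreased luminescence indicates inhibited growth, aimed at apicoplast-acting delayed death.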
Pf growth 48h = P. falciparum growth inhibition at 48 hours (one generation); P. falciparum luciferase growth in erythrocytes, 48 h; Potency, µM (series often up to 28.7 µM), inactives show at the top dose activity change, negative = inhibition, actives largely listed as inhibitors; actives 5.9% (n = 310,000); further: potency means the concentration at half of the fitted maximal effect; on the % scale 0 is the no-effect control and ±100 the full control effect
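First compound was added to culture medium, then infected red cells at 0.1% parasitemia and 2% hematocrit (final). After incubation at 37 C under 5% CO2, luciferase detection reagent was dispensed and light output recorded.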
LmPK inhibitor = LmPK (Leishmania mexicana) enzyme inhibition | Potency, µM (top dose mostly 57.5 µM), for inactives: top-dose activity change, negative = inhibition, actives largely listed as inhibitors | AID 1721 | purified LmPK, Kinase-Glo ATP luminescence, 1 h | Q27686 | actives 0.37% (n = 290,000); further: potency means the concentration at half of the fitted maximal effect; on the % scale 0 is the no-effect control and ±100 the full control effect
Target sequence (Q27686 whole entry, looked up): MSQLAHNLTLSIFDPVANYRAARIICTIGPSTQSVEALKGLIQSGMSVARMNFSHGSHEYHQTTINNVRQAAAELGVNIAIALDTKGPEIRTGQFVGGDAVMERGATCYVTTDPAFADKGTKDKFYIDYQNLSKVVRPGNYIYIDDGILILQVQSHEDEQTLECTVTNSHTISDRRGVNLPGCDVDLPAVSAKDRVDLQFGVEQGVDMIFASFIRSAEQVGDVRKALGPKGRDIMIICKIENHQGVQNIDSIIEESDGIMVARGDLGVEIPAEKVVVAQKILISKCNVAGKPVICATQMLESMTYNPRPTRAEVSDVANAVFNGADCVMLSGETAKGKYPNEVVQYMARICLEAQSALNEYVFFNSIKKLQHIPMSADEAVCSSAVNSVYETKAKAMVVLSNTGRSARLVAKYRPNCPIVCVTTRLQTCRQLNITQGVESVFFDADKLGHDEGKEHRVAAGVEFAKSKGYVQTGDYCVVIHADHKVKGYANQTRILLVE
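ATP generated from ADP (0.1 mM) and PEP (0.5 mM) by 0.1 nM LmPK over 1 h at room temperature (pH 7.2 imidazole buffer) was detected by coupled luciferase luminescence. Values were normalized to uninhibited and no-enzyme wells.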
Active calls of the source: *; ? = inconclusive; . = no result given; [ ] = another dose, or the depositor's remark. Unless noted, the call rests on the fitted dose curve; in most records, active means well fitted curve in the direction sought with a large enough effect; inconclusive means small, poorly fitted or top-dose-only effect, or another doubt; inactive means no such curve, though single readings can be large; an effect the other way counts as inactive or inconclusive.

cpd	SMILES	Pf growth 96h	Pf growth 48h	CHX counter	Shiga toxin inh	TbPYK inhibitor	LmPK inhibitor	AmpC no deterg
1	COc1ccc(CCN(C)S(=O)(=O)c2ccc(Cl)nc2)cc1OC	1%	-18%	7	-4	-1%	2%	35%
2	Cc1cc(OCC(=O)N2CCC(C(=O)O)CC2)c2c(C)cc(=O)oc2c1	49%[activator]	4%	-1	7	-10%	-7%	-26%
3	COc1ccc(-c2ncccc2O)cc1	?	.	-1	-10	2%	1%	-4%
4	Cc1cc(C(=O)CSc2n[nH]c(N)n2)c(C)n1-c1cccc(F)c1	7%	6%	20*	73*	-22%	1%	?
5	CC1(NC(=S)Nc2ccc(NC(=S)NC3(C)CCS(=O)(=O)C3)cc2)CCS(=O)(=O)C1 (centres undefined)	-1%	-9%	1	-8	-1%	0%	-32%
6	Cc1cc(C)nc(/N=C2\NC(=O)CC(C(=O)O)N2c2ccc(Cl)cc2)n1 (centres undefined)	-27%	14%	-1	19	6%	-2%	8.9µM*
7	COc1ccccc1NC(=O)CN(c1ccccc1)S(=O)(=O)c1ccccc1	-27%	27%	-5	.	-1%	3%	-27%
8	CCCCCCCCCCCC(=O)N(CCO)CCO	4%	8%	.	.	6%	.	.
9	COc1ccc(CCNc2c([N+](=O)[O-])c(=O)oc3ccccc23)cc1OC	0%	?	-3	-9	.	1%	-36%
10	Fc1ccc(-c2cnc[nH]2)cc1	.	45%[activator]	23*	35	4%	8%	-10%
11	CCOc1ccc(S(=O)(=O)NCCC(=O)NCC(c2ccco2)N2CCCCC2)cc1 (centres undefined)	?	?	.	.	4%	.	-6%
12	O=C(NCc1ccncc1)C(=O)NCc1ccncc1	8%	6%	-2	-11	-2%	2%	-15%
13	COc1ccc(CNS(=O)(=O)NCc2ccc(C)cc2)cc1OC	0%	25%	-2	11	-5%	8%	5%
14	COC(=O)/C(C#N)=C\c1c(OC)[nH]c2ccccc12	31%	-10%	1	-3	-3%	0%	1%
15	CC(=O)NC(c1ccc2ccccc2c1)c1ccc2cccnc2c1O (centres undefined)	318%[activator]	?	-1	-21	-12%	-5%	-5%
16	Cc1ccccc1NC(=O)c1ccc(CN2CCc3ccccc3C2)cc1	-27%	-24%	2	-2	-8%	4%	-26%
17	Cc1cc(OCCCCNC(C)C)cc(C(C)C)c1	6.6µM*	?	-5	-11	8%	-3%	16%
18	O=C(CN1C(=O)NC2(CCCC2)C1=O)OCCOc1cccc(Cl)c1	56%[activator]	-4%	.	.	-16%	.	157%[activator]
19	COc1ccc(C2Nc3ccccc3C(=O)N2c2ccc(C)cc2)cc1COc1ccccn1 (centres undefined)	-58%	-35%	37*	65	3%	-3%	-37%
20	CC1=C(C(=O)Nc2ccccc2C(=O)N2CCC(C)CC2)SCCO1	-24%	13µM*	-1	-6	-16%	2%	-9%
21	CCCCNC(=O)C(c1ccc(OCC(=O)OC)c(C(=O)OC)c1)N(CCOC)C(=O)CCCCCN1C(=O)NC(c2ccc(-c3ccccc3)cc2)C(C(=O)OCc2ccccc2)=C1C (centres undefined)	1.7µM*	1.2µM*	-5	-6	.	1%	121%[activator]
22	O=C(Cc1cnn(-c2ccccc2)c1)c1ccc(O)c(O)c1O	9%	.	17*	35	-13%	5%	-55%
23	CC(NO)/C(=N\O)c1cccs1 (centres undefined)	53%[activator]	.	-2	-10	0%	4%	-11%
24	O=C(Cn1c(NCCO)nc2ccccc21)NCC(F)(F)F	9%	-3%	-5	-4	-3%	-2%	-3%
25	O=C(O)c1cc(C(=O)O)cc(N2C(=O)CSC2=S)c1	12%	21%	14	-3	10%	12%	-4%
26	COC(=O)/C=c1/sc2n(c1=O)CCN=2	16%	-3%	-4	-7	-8%	1%	-17%
27	CC(C)[C@H]1C(=O)Nc2ccccc2N1C(=O)N[C@@H](Cc1ccccc1)C(=O)N[C@@H](C(=O)O)c1ccccc1	47%[activator]	34%[activator]	-2	-2	1%	-16%	-27%
28	N=C1c2ccccc2CN1NC(=O)COc1ccc(Cl)cc1	?	-16%	0	28	3%	-8%	-28%
29	CC(O)(CS(=O)(=O)Cc1ccccc1)c1ccccc1 (centres undefined)	?	-23%[0.00184 µM]	5	-5	1%	1%	-7%
30	O=C(c1cccc(-n2cccc2)c1)N1CCN(S(=O)(=O)c2ccccc2)CC1	?	?	.	.	-3%	.	-20%

cpd	SMILES	Pf growth 96h	Pf growth 48h	CHX counter	Shiga toxin inh	TbPYK inhibitor	LmPK inhibitor	AmpC no deterg
31	CC(C)N(C)CCOC(=O)C1COc2ccccc2O1 (centres undefined)	31%[activator]	32%[activator]	2	7	3%	-2%	-9%
32	O=c1cc(O)nc(SCc2ccccc2)n1-c1ccc(Cl)cc1	33%[activator]	9%	-3	4	2%	-1%	-44%
33	CC(C(=O)Nc1ccc(O)c(C(=O)O)c1)N1C(=O)/C(=C/c2cccs2)SC1=S (centres undefined)	?	?	-1	5	-19%	20%	-50%
34	COc1cccc(NC(=O)c2cc3ccccc3o/c2=N\O)c1	?	384%[activator]	19*	.	-7%	-11%	-16%
35	O=C1COC(c2ccccc2)C2CCCCN12 (centres undefined)	-3%	-14%	-2	-1	2%	3%	-17%
36	CC(=O)c1c(C)nn(C(=O)N2CCOCC2)c1C	-16%	26%	8	16	1%	1%	1%
37	Cc1ccc(C)c(Cn2nnc3c(=O)[nH]c(C4CCCN(S(=O)(=O)Cc5ccccc5)C4)nc32)c1 (centres undefined)	-30%	39%[activator]	-3	-8	-1%	-2%	-11%
38	O=c1/c(=C/c2ccccn2)sc2n1CN(c1ccccc1)CN=2	.	26%	-1	-8	3%	-2%	-18%
39	CCN(C(=O)CSc1nc(-c2cccs2)nc2ccccc12)C1CCS(=O)(=O)C1 (centres undefined)	?	?	.	.	0%	.	128%[activator]
40	C[C@H]1[C@H](C)CC[C@]2(C)CC[C@]3(C)C(=CC(=O)C4[C@@]5(C)CC[C@H](O)C(C)(C)C5CC[C@]43C)[C@H]12 (some centres undefined)	?	?	.	.	0%	.	-27%
41	O=S(=O)(Nc1cccc(-n2cnnn2)c1)c1cc(Cl)ccc1Cl	33%[activator]	15%	-2	-9	0%	0%	34%
42	CC(C)NC(=O)COC(=O)c1ccc(S(=O)(=O)N2CCCC2)cc1	29%	21%	5	11	-6%	6%	-3%
43	COc1ccc(/C=C/C(=O)c2cc3c(cc2N)OCO3)cc1	?	420%[activator]	33*	80*	-17%	?	-31%
44	COc1ccc(OC)c(NC(=O)COC(=O)/C=C/c2c(C)nn(C3CCS(=O)(=O)C3)c2Cl)c1 (centres undefined)	?	?	10	-19	5%	0%	7%
45	Cc1ccccc1-n1c(=O)cc(NCc2ccc3c(c2)OCO3)[nH]c1=O	?	9.3µM*	-2	-4	2%	7%	-2%
46	FC(F)Oc1ccc(/C=N/c2c(-c3ccc(OC(F)F)cc3)nc3n2CCS3)cc1	-14%	?	13	9	-7%	2%	1%
47	O=C(c1cccc([N+](=O)[O-])c1)N1CC2C3C=CC(C3)C2C1 (centres undefined)	?	4%	-7	-1	10%	3%	-20%
48	COc1ccc2cc3c(N)nn(C(=O)c4ccc(F)cc4)c3nc2c1	?	?	-1	-16	1%	-1%	-20%
49	Cc1nc2sccc2c(=O)n1-c1cccc(Cl)c1	0%	3%	-3	-20	-3%	-2%	-9%
50	COc1ccc(NC2=CC(c3cccc(OC)c3)N(c3ccc(OC)cc3)C2=O)cc1 (centres undefined)	101%[activator]	?	-4	14	-4%	-1%	?
51	CC(C)Oc1nc(-c2ccccc2O)nc2ccccc12	5%[5.75 µM]	21%	-2	18	3%	-3%	-11%
52	COc1cc(/C=N/NC(=O)CC#N)cc(Br)c1O	23%	10%	-1	-18	-8%	0%	-34%
53	COc1ccc(OC)c(N(CC(=O)Nc2ccccc2C(=O)NCc2ccco2)S(C)(=O)=O)c1	?	.	-4	10	-2%	-4%	4%
54	CCOC(=O)c1c(NC(=O)C2CCCO2)sc(C(=O)OC(C)(C)C)c1C (centres undefined)	.	3%	-2	-24	-24%	3%	-21%
55	O=S(=O)(c1ccccc1)c1nc(-c2cccs2)oc1NCCCn1ccnc1	187%[activator]	0%	0	-6	-19%	-3%	-16%
56	Cc1ccc(C(=O)NCCn2ccc3ccccc32)cc1[N+](=O)[O-]	27%	22%	35*	80*	-2%	-1%[11.5 µM]	-28%
57	O=C1CCCC(O)=C1N=Nc1cccc(C(=O)O)c1	25%	10%	17*	59	1%	-5%	-21%
58	Cc1cccc(C(=O)OCc2cc(=O)oc3c(C)c(C)ccc23)c1O	73%[activator]	28%	8	24	-2%	0%	-14%
59	COc1ccc(N2CCOCC2)c(NC(=O)COc2cccc(C)c2)c1	-3%	-1%	11	16	8%	-1%	-7%
60	NNC(=O)CNC(c1ccccc1)c1cc(Br)ccc1NC(=O)c1ccc(Br)cc1 (centres undefined)	-9%	8.3µM*	-3	24	-1%	1%	-15%

Of the compounds above, these have an aryl thioether with sulfur outside any ring.
cpd	SMILES	Pf growth 96h	Pf growth 48h	CHX counter	Shiga toxin inh	TbPYK inhibitor	LmPK inhibitor	AmpC no deterg
4	Cc1cc(C(=O)CSc2n[nH]c(N)n2)c(C)n1-c1cccc(F)c1	7%	6%	20*	73*	-22%	1%	?
32	O=c1cc(O)nc(SCc2ccccc2)n1-c1ccc(Cl)cc1	33%[activator]	9%	-3	4	2%	-1%	-44%
39	CCN(C(=O)CSc1nc(-c2cccs2)nc2ccccc12)C1CCS(=O)(=O)C1 (centres undefined)	?	?	.	.	0%	.	128%[activator]

Carrying on:
cpd	SMILES	Pf growth 96h	Pf growth 48h	CHX counter	Shiga toxin inh	TbPYK inhibitor	LmPK inhibitor	AmpC no deterg
61	Cn1nc(C(=O)Nc2cccc(S(N)(=O)=O)c2)c2ccccc2c1=O	26%	6%	-1	-14	15%	1%	-16%
62	Cn1nc(C(=O)OCc2ccccc2F)c2ccccc2c1=O	36%[activator]	21%	12	35*	3%	1%	-42%[11.4 µM]
63	COc1cccc(NC(=O)CCN2C(=O)c3ccccc3S2(=O)=O)c1	.	0%	14*	33	4%	-6%	-13%
64	COc1cccc(OC)c1C(=O)NC(=S)NNC(=O)[C@H]1C[C@@H]1c1ccccc1	38%[activator]	52%[activator]	-3	-5	-10%	3%	-52%
65	COc1ccc(N2CCN(C(=O)CCNC(=O)Cn3ccc4ccccc4c3=O)CC2)cc1	-22%	1%	-10	26	0%	0%[11.5 µM]	29%
66	CCC(C)NCCOCCSc1ccc(Cl)cc1 (centres undefined)	?	-11%	-4	-12	-5%	0%	10%
67	CC(C)(C)C1CCC(=O)N(CCC#N)CC1 (centres undefined)	47%[activator]	6%	-4	8	14%	-4%	4%
68	CSc1cccc(NC(=O)C2CCCN(S(=O)(=O)c3cnc[nH]3)C2)c1 (centres undefined)	34%[activator]	.	-9	-8	1%	10%	-18%
69	Clc1ccc(C2CC(c3cccs3)n3ncnc3N2)cc1Cl (centres undefined)	?	?	-6	-6	-8%	9%	0.71µM*
